# KCNH2 3.1 inh = qHTS for Inhibitors of KCHN2 3.1: Mutant qHTS; 340,000 tested, 0.95% active; AID 720553, 2013; U2OS KCNH2 3.1, thallium flux FluxOr; active compounds read low; activity change, % (tested at about 1.8 µM);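 active = maximum activity change below -70%; inconclusive = maximum activity change from -70% to -50%; inactive = maximum activity change above -50%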;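 note: thallium influx rate constant from kinetic fluorescence after stimulation buffer; % is set by controls: 0 for no effect and ±100 for the full control effect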
#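 Normalized rate constant (relative to positive and negative DMSO controls) derived from a 2 min kinetic fluorescence read after stimulation; U2OS cells expressing the 3.1 isoform via virus at 1.77 x 10^8 /mL.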
# Giardia killer = Small Molecules that selectively kill Giardia lamblia: qHTS. activity change, % at 7.66 µM, hits read low. 340,000 tested, 0.15% active. Giardia lamblia trophozoite viability; in the data active = activity change below about -80%; inconclusive = between about -30% and that limit;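 note: parasites exposed to compound for two days anaerobically before the ATP read; % is set by controls: 0 for no effect and ±100 for the full control effect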
#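 ATP-content bioluminescence gauges trophozoite survival. Cells (100/well) receive compound and incubate anaerobically for 48 hrs at 37 deg C; detection reagent follows for 15-30 min at room temperature.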
# RORgamma inh = qHTS for inhibitors of ROR gamma transcriptional activity. Nuclear receptor ROR-gamma (Mus musculus), P51450. Drosophila S2 Gal4-RORgamma UAS-luciferase reporter, 20 h. Potency, µM (highest dose often 53.6 µM), for the others: top-dose activity change, negative = inhibition, actives largely listed as inhibitors. 310,000 tested, 5.4% active; note: potency is the fitted concentration of half-maximal effect; % is set by controls: 0 for no effect and ±100 for the full control effect; nearly all actives have a fitted effect of over 60% in size
#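 Luciferase reporter read in Schneider cells carrying Gal4-RORγ (mouse) and UAS-Photinus luciferase; cells given compound 1 h before 700 uM copper sulfate induction, then incubated 20 h at ambient temperature.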
# Rab9 prom act = qHTS Assay for Rab9 Promoter Activators; Huh7 Rab9 promoter-luciferase reporter, luminescence, 24 h; Potency, µM (top dose mostly 9.22 µM), inactives show at the highest dose activation, negative = inhibition, usual class: activators; 320,000 tested, 2.8% active; note: potency is the fitted concentration of half-maximal effect; % of control where 0% means no effect; nearly all actives have a fitted effect of over 60% in size
#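 Huh7 cells stably carrying Rab9 promoter–luciferase reporter, plated 1500 cells/well, compound added after 2 h and incubated 24 h at 37 °C; luciferase luminescence then read after 10 min with detection reagent.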
# ELG1 genotoxic = qHTS screen for small molecules that induce genotoxicity in human embryonic kidney (HEK293T) cells expressing luciferase-tagged ELG1. HEK293T ELG1-luciferase reporter, luminescence, 16 h. Potency, µM (doses to about 46 µM), inactives show top-dose activity change, positive = activation, most hits filed as activators. 330,000 tested, 1.3% active. AID 504466, 2011; note: potency is the fitted concentration of half-maximal effect; % of control where 0% means no effect; nearly all actives have a fitted effect of over 60% in size
#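 Genotoxic stress is detected as increased luminescence from luciferase-tagged ELG1 in HEK293T cells, measured with ONE-Glo after a 16 hr treatment at 37 °C.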
# VP16 counter = VP16 counterscreen qHTS for inhibitors of ROR gamma transcriptional activity; Potency, µM (doses to about 53.6 µM), inactives show at the highest dose activity, negative = inhibition, hits mostly inhibitors; Drosophila S2 Gal4-VP16 UAS-luciferase, luminescence, 20 h; AID 2546, 2010; 310,000 tested, 3.5% active;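 note: Gal4-VP16 expression switched on by copper sulfate through the metallothionein promoter; potency is the fitted concentration of half-maximal effect; % is set by controls: 0 for no effect and ±100 for the full control effect; nearly all actives have a fitted effect of over 50% in size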
# uPA surface inh = qHTS for Inhibitors of Cell Surface uPA Generation; cell surface uPA generation assay, qHTS; 330,000 tested, 0.31% active; Potency, µM (top dose mostly 38.3 µM), for the others: top-dose activity change, negative = inhibition, most hits filed as inhibitors; active = well fitted inhibition curve with a large enough effect; inconclusive = small, poorly fitted or top-dose-only effect; inactive = no such curve, though single readings can be large or run the other way; tested in mouse RAW 264.7 cells; note: potency is the fitted concentration of half-maximal effect; % is set by controls: 0 for no effect and ±100 for the full control effect; nearly all actives have a fitted effect of over 55% in size
# Tb PFK block = qHTS Assay to Find Inhibitors of T. brucei phosphofructokinase | ATP-dependent 6-phosphofructokinase (Trypanosoma brucei brucei), O15648 | T. brucei PFK, ADP-Glo luminescence | Potency, µM (titrated, usually from 57.5 µM), inactives show at the top dose activity, negative = inhibition, most hits filed as inhibitors | 330,000 tested, 0.17% active | AID 485367, 2010;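 note: potency is the fitted concentration of half-maximal effect; 0% = uninhibited 1x PFK enzyme wells and -100% = no-enzyme wells; nearly all actives have a fitted effect of over 60% in size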
# Target sequence (O15648 whole entry, looked up): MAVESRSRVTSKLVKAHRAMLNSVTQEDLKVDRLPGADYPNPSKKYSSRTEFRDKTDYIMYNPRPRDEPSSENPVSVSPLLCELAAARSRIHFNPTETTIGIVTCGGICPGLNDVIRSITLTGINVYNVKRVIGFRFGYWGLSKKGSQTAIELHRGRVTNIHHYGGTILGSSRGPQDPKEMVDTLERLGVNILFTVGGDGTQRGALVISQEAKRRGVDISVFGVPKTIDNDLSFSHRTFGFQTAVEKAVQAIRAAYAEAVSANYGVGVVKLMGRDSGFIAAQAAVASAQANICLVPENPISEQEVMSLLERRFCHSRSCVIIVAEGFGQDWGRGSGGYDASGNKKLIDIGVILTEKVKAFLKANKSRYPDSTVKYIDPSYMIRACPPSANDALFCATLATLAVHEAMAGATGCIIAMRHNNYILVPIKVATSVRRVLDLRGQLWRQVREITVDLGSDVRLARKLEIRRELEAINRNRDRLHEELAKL
#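 In TEA buffer at pH 8.0 with 5 mM MgCl2, enzyme (1.25 nM) converted F6P (0.5 mM) and ATP (0.1 mM) for 45 min at room temperature. ADP product was read by luciferase luminescence.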
# FLuc modulator = qHTS profiling assay for firefly luciferase inhibitor/activator using purifed enzyme and Km concentrations of substrates (counterscreen for miR-21 project); purified FLuc, Km substrates, luminescence inhibition; Luciferin 4-monooxygenase (Photinus pyralis), P08659; 360,000 tested, 6.9% active; Potency, µM (highest dose often 57.5 µM), without a hit: top-dose activity change, negative = inhibition, most hits filed as inhibitors; AID 588342, 2011;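 note: potency is the fitted concentration of half-maximal effect; plate controls were vehicle for no effect and reference inhibitor for full effect; nearly all actives have a fitted effect of over 55% in size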
# Target sequence (P08659 whole entry, looked up): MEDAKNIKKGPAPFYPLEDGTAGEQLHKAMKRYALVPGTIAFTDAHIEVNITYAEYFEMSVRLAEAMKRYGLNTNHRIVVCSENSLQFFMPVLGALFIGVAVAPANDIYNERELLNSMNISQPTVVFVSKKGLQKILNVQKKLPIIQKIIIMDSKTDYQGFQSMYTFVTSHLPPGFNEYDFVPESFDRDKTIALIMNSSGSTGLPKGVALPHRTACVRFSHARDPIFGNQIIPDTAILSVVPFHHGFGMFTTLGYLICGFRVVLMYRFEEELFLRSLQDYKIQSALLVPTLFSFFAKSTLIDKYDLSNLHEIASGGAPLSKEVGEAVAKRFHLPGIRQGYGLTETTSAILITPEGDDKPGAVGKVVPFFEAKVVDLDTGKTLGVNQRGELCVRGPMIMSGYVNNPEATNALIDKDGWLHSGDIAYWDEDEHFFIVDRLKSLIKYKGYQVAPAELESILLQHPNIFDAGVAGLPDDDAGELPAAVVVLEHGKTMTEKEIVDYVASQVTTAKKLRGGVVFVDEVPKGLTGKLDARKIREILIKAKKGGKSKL
#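 Purified P. pyralis luciferase, 10 nM final, with Km-level 10 uM D-luciferin and 10 uM ATP in 50 mM Tris acetate pH 7.5, 10 mM Mg acetate, 0.01% Tween-20, 0.05% BSA; 6-point qHTS titration about 60 µM downward; luminescence read.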
# FBPA coupling cs = qHTS Assay for Inhibitors of Fructose-1,6-bisphosphate Aldolase from Giardia Lamblia: Coupling assay counterscreen. coupling enzyme system counterscreen, AmpLite Red fluorescence. activity change, negative = inhibition, % at 58.2 µM, hits read low. 290,000 tested, 0.67% active. AID 2472, 2010; in the data active = activity change below about -30%; note: % is set by controls: 0 for no effect and ±100 for the full control effect
#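 Counterscreen lacking aldolase: glyceraldehyde-3-phosphate coupling-enzyme reagent preincubated 10 min at RT with compound (at 57.5 uM final), then substrate/coupling system with AmpLite Red added; fluorescence read at 525/598 nm after 20 min RT.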
# NPC1 prom act = qHTS Assay for NPC1 Promoter Activators; Huh7 NPC1 promoter luciferase reporter, 24 h; Potency, µM (series often up to 9.22 µM), without a hit: top-dose activation, most hits filed as activators; 320,000 tested, 2.4% active;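 note: potency is the fitted concentration of half-maximal effect; % of control where 0% means no effect; nearly all actives have a fitted effect of over 60% in size; reporter is driven by a mutant NPC1 promoter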
#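 Compounds in DMSO were transferred onto Huh7 NPC1-luciferase reporter cells pre-incubated 2 h; after 24 h at 37 °C, Amplite reagent was dispensed and luminescence recorded 10 min later.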
# * = called active by the depositor; ? = inconclusive; · = not tested or not shown; [ ] = dose if it differs, or a comment. Unless noted, calls come from the whole dose curve; as a rule, active = well fitted curve in the direction sought with a large enough effect; inconclusive = small, poorly fitted or top-dose-only effect, or another doubt; inactive = no such curve, though single readings can be large; an effect the other way counts as inactive or inconclusive.
SMILES,KCNH2 3.1 inh,Giardia killer,RORgamma inh,Rab9 prom act,ELG1 genotoxic,VP16 counter,uPA surface inh,Tb PFK block,FLuc modulator,FBPA coupling cs,NPC1 prom act
CCN(C(=O)CN1CCN(S(=O)(=O)c2ccccc2C(F)(F)F)CC1)c1c(N)n(Cc2ccccc2)c(=O)[nH]c1=O,3,2,-5%,-2%,2%,-11%,3%,4%,3%,1,-1%
Cc1ccc(C)c(NC(=O)CCc2nnc3ccc(NCc4ccco4)nn23)c1,0,-5,0%,0%,0%[9.26 µM],-14%,-4%,-1%,-2%,0,0%
Cn1cc(CNCCCn2ncc3ccccc32)c(-c2ccccc2F)n1,-97*,4,28%,-3%,-1%,-8%,-12%,-1%,4%,-2,-4%
O=C(CSc1ccc(S(=O)(=O)N2CCCCC2)cn1)Nc1ccccc1Br,10,-11,·,1%,-2%,·,0%,-4%,-19%,·,0%
Cc1c(Cl)cccc1NCC(=O)Nc1ccc(Cl)cc1F,11,12,?,3%,0%,?,-1%,-4%,-21%,0,-2%
COc1cc(/C=C/C(=O)N[C@@H](Cc2c[nH]c3ccccc23)C(=O)O)ccc1O,7,16,12%,0%,0%,2%,4%,0%,2%,-1,-2%
O=C1C=C(c2cccc3c2Oc2ccccc2S3)C[C@@H](c2ccc(Cl)cc2)C1,-8,-1,·,-2%,2%,·,14%,-4%,-2%,·,-1%
CCn1c(SC(C)C)nnc1-c1c[nH]c2ccccc12,-6,-12,3%,-7%,5%,10%,-11%,-2%,?,3,1%
N#CCSc1ccsc1C(=O)Nc1ccc(F)cc1,9,-8,4%,8%,?,-13%,·,-11%,?,-3,12%
CN1CCN(NC(=O)Nc2cccc(F)c2)CC1,10,1,-17%,0%[1.84 µM],17%,-5%,3%,-2%,-19%,·,2%
COc1ccc(OC)c(NC(=O)CCCCCn2nnc3ccccc3c2=O)c1,-1,?,0%,-7%,-10%,-2%,17%,-2%,-3%,1,-5%
O=C(NCCc1nc2ccccc2[nH]1)/C(=C/c1ccc(F)cc1)NC(=O)c1ccco1,0,-9,-1%,14%,-1%,0%,-5%,-4%,-3%,3,-1%
Cc1cccc(Nc2nnc(SCC(=O)c3c(N)n(C4CC4)c(=O)[nH]c3=O)s2)c1,3,7,·,-5%,1%,·,15%,-6%,?,·,1%
O=C(CSCc1ccc([N+](=O)[O-])cc1)NC1CC1,7,20,11%,-8%,0%,13%,2%,-9%,6%,0,-1%
Cn1c(N)c(C(=O)COC(=O)CSc2ccc3ccccc3c2)c(=O)n(C)c1=O,13,-8,24%,0%,0%,-16%,2%,-1%,-10%,0,-1%
CN(C)CCNC(=O)c1cc2c(=O)n(C)c3ccccc3c2n1C,3,-19,-13%,-7%,?,2%,?,0%,1%,1,1%
N/C(=N\N=C\c1ccco1)SC1CC(=O)N(c2ccccc2)C1=O (centres undefined),-1,1,-42%,-4%,-2%,8%,2%,1%,-2%,1,0%
COc1cc(O)c2c(c1)OC(C)(C)CC2=O,22,0,7%,-4%,-1%,15%,1%,3%,-2%,0,-1%
Cn1c(=O)oc2cc(S(=O)(=O)N3CCCC(C(=O)N4CCc5ccccc5C4)C3)ccc21 (centres undefined),1,-4,?,3%,-9%,1%,-6%,4%,-1%,-1,1%
CCCCN(C(=O)NC(=O)Nc1c(C)cc(C)cc1C)S(C)(=O)=O,6,23,?,1%,0%,2%,6%,-2%,2%,0,0%
CCOc1cc(CNCc2cccnc2)cc(Br)c1OCC(N)=O,6,-13,-3%,3%,-2%,0%,0%,-1%,-2%,4,-2%
Cc1cc(C(=O)COc2cc(F)ccc2[N+](=O)[O-])c(C)n1C1CC1,2,3,11%,0%,1%,4%,0%,1%,-2%,-3,-2%
CCOc1cc(S(=O)(=O)N2CCOCC2)ccc1F,·,-3,-13%,0%,0%,-5%,1%,-4%,0%,0,-1%
Cc1cc(C(=O)OCC(=O)NCc2ccco2)c(C)n1-c1ccc(F)cc1,-11,-1,9%,-18%,-4%,-3%,-14%,4%,-19%,-7,-19%
Cc1ccccc1C(=O)NC(=S)Nc1ccccc1[N+](=O)[O-],-2,-3,6.3µM*,25%,6%,?,2%,-2%,?,2,6%
O=C(CCC1CCCC1)N1CCC(N2CCCCCC2)CC1,8,-17,-3%,1%,2%,-10%,3%,0%,1%,-2,-1%
CC(C)(C)c1ccc(NC(=O)c2cc[n+]([O-])cc2)cc1,8,1,22%,1%,5%,-4%,3%,6%,?,3,-1%
CC(C)c1ccccc1NC(=S)NN(Cc1ccccc1)c1ccccc1,-6,7,2.2µM*,-5%,-10%,?,2%,-1%,2%,1,-5%
CC(=O)NS(=O)(=O)c1ccc(NC(=O)C(Sc2ccccc2)c2ccccc2)cc1 (centres undefined),-2,-14,11%,-6%,-4%,-3%,0%,0%,0%,10,-3%
CC1(C)Cc2c(c(N3CCOCC3)nc3sc4c(=O)[nH]cnc4c23)CS1,17,20,2%,-5%,-2%,-4%,0%,2%,1%,3,-2%
CC(c1ccccc1)n1cc(C(=O)NCCN2CCOCC2)nn1 (centres undefined),-6,-10,-10%,1%,0%,-5%,2%,4%,5%,0,0%
O=C(N/N=C/c1ccccc1OC(=O)c1ccc2c(c1)OCO2)c1ccccc1,7,-2,11µM*,-7%,?,?,1%,0%,?,2,0%
CCCS(=O)(=O)N1CCN(Cc2ccccc2[N+](=O)[O-])CC1,-4,1,4%,-3%,-6%,-13%,2%,0%,1%,1,-6%
OCCN1CCOCCOCCN(CCO)CCN(CCO)CC1,-6,7,2%,-4%,3%,-5%,-1%,9%,1%,-6,-4%
O=C(CSc1nc2ccccc2[nH]1)Nc1c(F)c(F)c(F)c(F)c1F,12,23,-4%,-2%,-7%,-21%,-26%,-1%,-9%,5,7%
CCOCCCn1cnc2c([nH]c3cc(OC)ccc32)c1=O,21,4,29%,15%,9%,7%,1%,-4%,?,0,14%
c1ccc(CN2CCN(c3nc4ccccc4s3)CC2)cc1,-14,-18,-23%,0.71µM*,9.2µM*,6%,-3%,?,2.7µM*,1,1.4µM*
COc1cc(C(=O)NNC(=O)CCOc2cccc(Br)c2)cc(OC)c1OC,7,-4,·,0%,0%,·,?,1%,-4%,·,1%[1.84 µM]
C(=N\N=C\c1ccccn1)/c1ccccn1,-10,4,-19%,-2%,-2%,-9%,0%,2%,12µM*,-2,0%
Cc1cc(C=O)c(C)n1-c1ccc2c(c1)OCO2,1,-2,-6%,-6%,-1%,-7%,5%,-2%,-12%,1,-5%
CCOC(=O)c1cnc(COc2ccc(OC)cc2)[nH]c1=O,-4,-7,9%,2%,0%,1%,6%,3%,2%,3,-6%
COc1ccccc1N1CSC2=C(C#N)C(c3ccc(SC)cc3)CC(=O)N2C1 (centres undefined),-1,11,-23%,3%,2%,9%,7%,-14%,?,-38*,1%
CCC(CO)Oc1cc(NC(=O)c2cccc(F)c2)c2ncn(C(C)C)c2c1 (centres undefined),6,4,·,·,0%,·,15%,0%,·,·,·
C/C=C/c1ccc(OCC(=O)N2CCc3cc(OC)c(OC)cc3C2)c(OC)c1,-1,4,5%,-5%,-4%,5%,1%,3%,-2%,-1,4%
O=C(O)CC/C(=N\NC(=O)c1ccccc1Br)c1ccccc1,-5,-7,1%,0%,1%,2%,2%,-15%,3%,-2,-1%
C/C(CC(=O)Nc1ccc([N+](=O)[O-])cc1)=N\NC(=O)c1ccccc1[N+](=O)[O-],-3,6,-25%,-2%,-1%,8%,-1%,0%,0%,-2,-2%
COC(=O)C1=C(Nc2ccc(C)cc2)C=C(C)C(C(=O)OC)C1c1cccc(OC)c1 (centres undefined),-18,7,?,-14%,-2%,-15%,·,-9%,3%,2,-14%
O=C(N/C(=C/c1cccnc1)C(=O)N1CCCCCC1)c1cccc(Br)c1,2,19,10µM*,-2%,-1%,?,14%,0%,0%,·,-1%
Cc1ccccc1NC(=S)N1CCN(C(=O)c2ccco2)CC1,·,3,16%,1%,2%,-11%,-3%,-3%,0%,3,-6%
Cc1ccc(CN(C)S(=O)(=O)c2c(C)noc2/C=C/N(C)C)cc1,-15,-7,0%,-7%,·,0%,-5%,-1%,5%,4,0%
O=C(CNC(=S)NC(=O)c1ccccc1Br)c1ccccc1,2,-8,20%,5%,12%,-5%,5%,-1%,-1%,6,2%
